pPAFAH inh: pPAFAH (human) enzyme inhibition | Q13093 | recombinant pPAFAH, FP-rhodamine probe fluorescence polarization | inhibition, % at 3.39 µM | 330,000 tested, 1.5% active | AID 463082;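 active means inhibition above the mean inhibition across the screen plus 3 SD, cut at about 25% in these data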;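 further: inhibitors block binding of the rhodamine activity-based probe so polarization drops; 0% = enzyme with DMSO and 100% = wells lacking pPAFAH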
Target sequence (Q13093 whole entry, looked up): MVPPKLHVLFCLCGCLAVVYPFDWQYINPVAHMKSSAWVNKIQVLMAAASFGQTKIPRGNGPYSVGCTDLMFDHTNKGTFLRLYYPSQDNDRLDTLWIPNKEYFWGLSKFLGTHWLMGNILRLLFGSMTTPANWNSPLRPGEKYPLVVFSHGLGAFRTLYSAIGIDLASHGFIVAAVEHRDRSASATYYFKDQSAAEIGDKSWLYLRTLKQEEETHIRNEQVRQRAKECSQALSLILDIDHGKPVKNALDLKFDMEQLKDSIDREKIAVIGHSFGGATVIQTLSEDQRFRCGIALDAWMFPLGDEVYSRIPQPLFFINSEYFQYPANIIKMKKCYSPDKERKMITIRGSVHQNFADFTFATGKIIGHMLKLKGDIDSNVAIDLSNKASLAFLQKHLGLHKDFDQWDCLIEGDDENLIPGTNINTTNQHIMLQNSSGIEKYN
LYPLA1 inh: counter-screen for PME1 inhibitors: inhibitors of human LYPLA1 | O75608 | recombinant LYPLA1, FP-Rh probe fluorescence polarization | inhibition, % at 5.9 µM | 320,000 tested, 0.16% active | AID 2174;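 active means inhibition above the mean of all tested compounds plus 3 SD, set per campaign, cut at about 14% in these data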;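 further: inhibitors block serine hydrolase probe labeling of LYPLA1 so polarization falls; 0% = enzyme with DMSO and 100% = wells lacking LYPLA1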
GSTO1 counter: counter-screen for RBBP9 inhibitors: inhibitors of human GSTO1. inhibition, % at 5.96 µM. P78417. AID 1974. recombinant GSTO1, activity-based probe fluorescence polarization. 300,000 tested, 1.1% active;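 active means inhibition above the campaign mean inhibition plus 3 SD, cut at about 35% in these data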;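 further: 0% = GSTO1-1 with DMSO and 100% = wells lacking GSTO1-1 enzyme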
Fam108B counter: blocks mouse Fam108B hydrolase in RBBP9 counter-screen; inhibition, % at 9.51 µM; recombinant Fam108B, FP-Rh probe fluorescence polarization; 300,000 tested, 0.33% active;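 active means inhibition above the screen mean inhibition plus 3 SD, computed separately per campaign, cut at about 18% in these data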;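 further: inhibitors lower polarization as less probe binds the enzyme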
PAFAH1B3 FP inh: inhibitors of human PAFAH1B3; inhibition, % at 3.39 µM; 340,000 tested, 0.28% active; recombinant PAFAH1B3, FP-rhodamine probe, fluorescence polarization; Q15102; AID 492972;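 active means inhibition above the screen-wide average of all tested compounds plus 3 SD, cut at about 25% in these data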;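 further: 0% = enzyme with DMSO only and 100% = wells lacking PAFAH1B3 protein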
PAFAH2 inh: inhibitors of human PAFAH2; Q99487; recombinant PAFAH2, FP-rhodamine activity probe, fluorescence polarization; inhibition, % at 3.39 µM; 340,000 tested, 0.99% active; AID 492956;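 active means inhibition above the mean over all tested compounds plus 3 SD, cut at about 30% in these data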;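 further: inhibitors block probe labeling of enzyme so polarization drops; 0% = enzyme with DMSO and 100% = wells lacking PAFAH2 protein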
PAFAH1B2 inh: blocks human PAF acetylhydrolase 1b catalytic subunit 2; AID 492953; inhibition, % at 3.39 µM; P68402; recombinant PAFAH1B2, FP-rhodamine activity probe, fluorescence polarization; 340,000 tested, 1.2% active;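 active means inhibition above the mean of all tested compounds plus 3 SD, cut at about 24% in these data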;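 further: 0% = enzyme with DMSO and 100% = wells lacking PAFAH1B2; many of its hits are not listed in these tables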
Target sequence (P68402 whole entry, looked up): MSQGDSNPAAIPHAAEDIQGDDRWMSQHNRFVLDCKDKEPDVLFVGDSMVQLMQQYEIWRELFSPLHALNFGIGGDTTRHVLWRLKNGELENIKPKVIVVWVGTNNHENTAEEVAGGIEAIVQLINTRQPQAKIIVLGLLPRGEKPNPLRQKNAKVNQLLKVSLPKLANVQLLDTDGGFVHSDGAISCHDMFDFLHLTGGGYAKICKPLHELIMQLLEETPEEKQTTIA
PME-1 primary: blocks human protein phosphatase methylesterase 1; Q9Y570; recombinant PME-1, FP-Rh probe fluorescence polarization; inhibition, % at 5.9 µM; 320,000 tested, 0.53% active; AID 2130;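 active means inhibition above the campaign mean of all compounds plus 3 SD, cut at about 26% in these data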;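 further: competitive labeling of PME-1 active site by serine hydrolase directed probe; 0% = PME-1 with DMSO and 100% = wells lacking PME-1 enzyme; inhibitors block probe labeling so polarization falls and inhibition rises; many of its hits are not listed in these tables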
Target sequence (Q9Y570 whole entry, looked up): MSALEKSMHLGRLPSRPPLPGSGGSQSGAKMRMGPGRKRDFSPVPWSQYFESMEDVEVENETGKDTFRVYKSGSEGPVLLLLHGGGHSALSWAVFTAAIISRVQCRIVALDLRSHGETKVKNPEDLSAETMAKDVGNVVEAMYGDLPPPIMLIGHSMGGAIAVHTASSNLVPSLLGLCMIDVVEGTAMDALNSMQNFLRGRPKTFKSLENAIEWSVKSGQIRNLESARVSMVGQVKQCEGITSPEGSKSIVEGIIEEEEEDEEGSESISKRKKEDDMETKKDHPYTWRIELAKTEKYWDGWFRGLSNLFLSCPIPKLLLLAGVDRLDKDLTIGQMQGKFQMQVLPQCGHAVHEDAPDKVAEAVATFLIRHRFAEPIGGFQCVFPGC
PAD4 FP inh: blocks human protein arginine deiminase 4; recombinant PAD4, RCA probe fluorescence polarization; Q9UM07; inhibition, % at 6.36 µM; 330,000 tested, 0.41% active;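 active means percent inhibition above a cutoff equal to the mean of all tested compounds plus 3 SD, cut at about 15% in these data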;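 further: 0% = PAD4 with RCA probe and DMSO and 100% = probe without PAD4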
* = called active by the depositor; / = no result given. Some of the compounds tested (hit frequency here may not be typical).

1	CCN(Cc1ccccc1)C(=O)Cc1c[nH]c2ccccc12
2	O=C(COC(=O)Cc1ccc(Br)cc1)Nc1ccc(N2CCOCC2)cc1
3	CCN(CC)CCN1C(=O)/C(=C\c2ccc(Cl)c([N+](=O)[O-])c2)SC1=Nc1ccc(OC)cc1
4	CC(=O)c1ccc(NC(=S)Nc2ccc3cn[nH]c3c2)cc1
5	COc1ccc(OC)c(S(=O)(=O)Nc2ccc(F)cc2)c1
6	Cc1ccc(Nc2nc(NCCO)c3ccccc3n2)cc1C
7	COC(=O)c1cc(OC)c(OC)cc1N1C(=O)CC(C)(C)CC1=O
8	Cc1ccc2c(c1)CCCN2C(=O)c1ccncc1

Compound,1,2,3,4,5,6,7,8
pPAFAH inh,6,7,0,4,11,8,2,-4
LYPLA1 inh,-2,4,-3,1,1,-2,1,1
GSTO1 counter,5,/,7,-4,4,-8,-3,12
Fam108B counter,-2,/,-4,0,1,9,-3,2
PAFAH1B3 FP inh,-3,3,0,13,9,2,15,6
PAFAH2 inh,5,7,4,1,-1,4,-2,2
PAFAH1B2 inh,2,10,1,7,-5,4,7,3
PME-1 primary,-1,3,-5,1,-1,-86,-8,-5
PAD4 FP inh,1,-3,7,-4,1,-1,2,-4

9	CCOC(=O)c1c(C)[nH]c(N=Nc2ccc(C)cc2)c1C
10	CCOc1ccc(C(=S)N2CCCC2)c(OCC)c1
11	O=C1O/C(=C\C(=O)N2CCOCC2)c2ccccc21
12	O=C(CCN1CCCCO1)N1CCCC(Nc2ccc(F)cc2)C1 (stereo not drawn)
13	CCOc1ccc(-n2c(C)cc(C(=O)CCl)c2C)cc1
14	CCc1ccccc1S(=O)(=O)Cc1ccc(C(=O)N2CCN(c3ccccc3OC)CC2)o1
15	NC(=O)CN(C/C=C/c1ccccc1)C/C=C/c1ccccc1
16	CCOC(=O)c1ccc(NC(=O)Nc2ccon2)cc1

Compound,9,10,11,12,13,14,15,16
pPAFAH inh,2,0,4,-1,10,8,-4,-1
LYPLA1 inh,-2,-1,-1,-1,1,2,9,-1
GSTO1 counter,-9,15,-5,-2,94*,1,-1,-3
Fam108B counter,2,-3,4,1,3,3,-5,1
PAFAH1B3 FP inh,12,10,2,7,3,3,5,8
PAFAH2 inh,2,3,3,7,-3,13,8,1
PAFAH1B2 inh,1,3,-1,1,3,-1,3,6
PME-1 primary,3,-8,-1,4,6,0,-7,-11
PAD4 FP inh,-13,-1,5,3,-1,0,0,-1

17	CN1CCc2c(n(CC(O)CNCc3ccccc3)c3ccccc23)C1=O (stereo not drawn)
18	O=C1c2ccccc2C(=O)C1(CO)c1ccccc1
19	Cc1ccc(S(=O)(=O)/N=C2/C=C(Sc3ncn[nH]3)C(=O)c3ccccc32)c(C)c1
20	CCCc1cc(=O)[nH]c(SCC(=O)Nc2ccc(Cl)c(S(=O)(=O)N3CCOCC3)c2)n1
21	CCc1nc2sc3c(=O)n(N)cnc3c2c2c1COC(C)(C)C2
22	Cc1nc(C(=O)NCc2ccccc2)sc1C1(C)CC(c2cccnc2)=NO1 (stereo not drawn)
23	Cc1cccc(CC(=O)Nc2cccnc2)c1
24	Cc1csc(NC(=O)CSc2nnc(Cn3c(=O)sc4ccccc43)n2-c2ccccc2)n1

Compound,17,18,19,20,21,22,23,24
pPAFAH inh,-2,1,6,-1,3,-6,2,5
LYPLA1 inh,4,0,1,2,1,-1,-3,1
GSTO1 counter,3,-2,91*,/,-5,0,3,1
Fam108B counter,-1,0,60*,/,-3,-5,1,-3
PAFAH1B3 FP inh,1,5,/,10,/,15,9,6
PAFAH2 inh,9,12,/,5,/,-5,0,8
PAFAH1B2 inh,5,-1,/,-1,/,9,0,0
PME-1 primary,7,-3,36*,3,2,-3,-2,-2
PAD4 FP inh,-3,-8,16*,-2,-2,0,2,3

25	O=S(=O)(NCc1ccccc1)NCc1cccc(C(F)(F)F)c1
26	O=C(NCC1CCCO1)C(C(=O)c1ccc(F)cc1)n1ccccc1=O (stereo not drawn)
27	CCCCN(C(=O)CSc1nc2ccccc2n1CC)C1CCS(=O)(=O)C1 (stereo not drawn)
28	CCOc1c(Cl)cc(/C=N/NC(N)=S)cc1OC
29	CN1CCN(C(=O)Nc2ccccc2)CC1
30	COc1ccc(CCC(=O)N2CCN(c3ccccc3)CC2)cc1OC
31	COCCOC(=O)c1c(C)nc(SCC(=O)Nc2ccc(C)cc2)c(C#N)c1-c1ccco1
32	COc1ccc2oc(-c3ccccc3[N+](=O)[O-])cc(=O)c2c1

Compound,25,26,27,28,29,30,31,32
pPAFAH inh,6,5,-3,3,4,6,4,9
LYPLA1 inh,-2,4,1,1,1,1,-13,1
GSTO1 counter,2,7,/,-4,6,0,-7,-4
Fam108B counter,6,7,/,2,3,-2,-8,-1
PAFAH1B3 FP inh,0,-3,5,4,2,1,11,2
PAFAH2 inh,0,3,3,-2,1,-5,3,3
PAFAH1B2 inh,5,-3,7,2,-5,7,2,5
PME-1 primary,-2,4,2,-2,2,4,-5,2
PAD4 FP inh,1,0,4,2,0,-1,-2,-5

Looked up above.
COCCOC(=O)c1c(C)nc(SCC(=O)Nc2ccc(C)cc2)c(C#N)c1-c1ccco1 @ GSTO1 counter = -7
O=C(NCC1CCCO1)C(C(=O)c1ccc(F)cc1)n1ccccc1=O (stereo not drawn) @ pPAFAH inh = 5

Following part:
33	N=c1n(Cc2ccccc2)c2ccccc2n1CC(O)c1ccco1 (stereo not drawn)
34	O=C(c1ccc(COc2c(F)c(F)c(F)c(F)c2F)o1)N1CCN(Cc2ccc3c(c2)OCO3)CC1
35	COc1cccc(-c2cc(C(F)(F)F)n3ncc(C(=O)N4CCc5ccccc5C4)c3n2)c1
36	Cc1cc(C)cc(NC(=O)OCCN2CCN(Cc3ccccc3)CCC2=O)c1
37	Cc1ccc(-c2cc(C(=O)N3CCN(c4ncccn4)CC3)c3ccccc3n2)cc1
38	CCOc1ccc2nc(NC(=O)CS(=O)(=O)c3ccccc3)sc2c1
39	O=C(COC(=O)C1CCC1)Nc1cccc(S(=O)(=O)N2CCOCC2)c1
40	O=C(CSc1nnnn1C1CCCC1)N1CCCc2ccccc21

Compound,33,34,35,36,37,38,39,40
pPAFAH inh,3,0,-2,0,-7,5,-2,-4
LYPLA1 inh,0,0,-5,-6,-5,-3,1,-1
GSTO1 counter,0,5,3,5,1,-6,1,4
Fam108B counter,3,-1,2,-2,1,-2,-3,-2
PAFAH1B3 FP inh,28*,3,7,-2,6,2,-3,-3
PAFAH2 inh,46*,3,0,0,2,8,10,-2
PAFAH1B2 inh,38*,-3,8,1,-1,8,3,0
PME-1 primary,2,6,2,6,-7,-4,2,-3
PAD4 FP inh,-2,1,-3,3,3,0,-7,1

Ordered by the number under PAFAH1B3 FP inh (falling): 5 from the list above.
no.	canonical_smiles	PAFAH1B3 FP inh
22	Cc1nc(C(=O)NCc2ccccc2)sc1C1(C)CC(c2cccnc2)=NO1 (stereo not drawn)	15
5	COc1ccc(OC)c(S(=O)(=O)Nc2ccc(F)cc2)c1	9
35	COc1cccc(-c2cc(C(F)(F)F)n3ncc(C(=O)N4CCc5ccccc5C4)c3n2)c1	7
37	Cc1ccc(-c2cc(C(=O)N3CCN(c4ncccn4)CC3)c3ccccc3n2)cc1	6
28	CCOc1c(Cl)cc(/C=N/NC(N)=S)cc1OC	4

More results:
41	Cc1nn(C)c(C)c1-c1c(C#N)c(N)nc2c1CCCCCC2
42	CCCNC(=O)OCc1cccnc1Sc1ccc(C)cc1
43	O=C(N=c1nc2ccccn2s1)c1ccccc1
44	CCCCCNC(=O)c1ccc2c(=O)[nH]c3c(C(=O)NCC4CCCO4)sc(=S)n3c2c1 (stereo not drawn)
45	Cc1cccc(-n2c(CNC(=O)c3ccc(S(=O)(=O)N(C)C)cc3)nnc2SCC(=O)Nc2ccc(F)cc2)c1
46	COc1cc(/C=C(/NC(=O)c2ccccc2)C(=O)Nc2ccc(O)cc2)c([N+](=O)[O-])cc1OC
47	O=C(NNC(=O)[C@@H]1CCCC[C@@H]1C(=O)O)c1cccs1
48	CC1(C)Cc2ccccc2C(NNC(=O)c2cccnc2)=N1

Compound,41,42,43,44,45,46,47,48
pPAFAH inh,-4,3,-4,62*,-5,11,2,4
LYPLA1 inh,0,-1,-1,-1,-1,0,-2,0
GSTO1 counter,1,-2,6,-22,7,4,17,19
Fam108B counter,-2,1,0,21*,3,4,3,1
PAFAH1B3 FP inh,1,4,-2,38*,-3,7,1,5
PAFAH2 inh,-6,8,-3,45*,-5,-5,2,4
PAFAH1B2 inh,-5,9,3,49*,2,-6,2,2
PME-1 primary,-2,-1,4,8,-6,4,-4,-12
PAD4 FP inh,-2,-2,0,-5,2,-2,7,-2

49	CCOC(=O)C1=C(O)C(=O)N(c2ccc(S(N)(=O)=O)cc2)C1c1ccc(Cl)cc1 (stereo not drawn)
50	CCOC(=O)c1cnn2c(C(F)(F)F)cc(-c3ccccc3)nc12
51	CCc1nc(SCC(=O)c2cccc([N+](=O)[O-])c2)n[nH]1
52	CCCCn1c(SCC(=O)Nc2oc(C)c3c(C)n[nH]c(=O)c23)nc2cc(S(N)(=O)=O)ccc21
53	CCC(C)c1ccc(NC(=O)NCCN2CCCCC2)cc1 (stereo not drawn)
54	CCOC(=O)c1c(/N=C/c2ccc(C)cc2O)sc2c1CCN(C)C2
55	O=C(CNC(=O)c1ccc(Cl)cc1Cl)OCn1nnc2ccccc2c1=O
56	O=C(CSc1nc2ccccc2c(=O)n1CC1CCCO1)Nc1ccccc1 (stereo not drawn)

Compound,49,50,51,52,53,54,55,56
pPAFAH inh,4,3,2,-3,-5,1,-1,2
LYPLA1 inh,-4,-5,1,1,-3,0,2,3
GSTO1 counter,-4,-1,2,4,-1,2,7,4
Fam108B counter,-3,-1,3,-1,-5,2,2,0
PAFAH1B3 FP inh,5,7,9,11,-6,-8,2,3
PAFAH2 inh,3,1,10,6,-5,1,5,-2
PAFAH1B2 inh,3,2,-5,1,-2,-1,5,4
PME-1 primary,-11,-6,-5,4,-4,2,-1,4
PAD4 FP inh,-5,-5,-1,-2,-2,0,-4,-4

57	COc1cc(/C=N/N=C2/NC(=O)C(CC(=O)O)S2)ccc1OCc1cccc(Cl)c1 (stereo not drawn)
58	Cc1nnc(NC(=O)CN2C(=O)NC3(CCCC3)C2=O)s1
59	CC(=O)Nc1cccc(OCC(=O)NCCC2=CCCCC2)c1
60	CCOc1ccc(/C=N/NC(=O)CC(=O)Nc2ccc(Cl)c(Cl)c2)cc1
61	COc1ccc(-n2c(C)cc(C(=O)CSc3nnc(-c4cccs4)o3)c2C)cc1
62	CN(C)c1ccc(C2CC(=O)C=C(Nc3ccccc3N)C2)cc1 (stereo not drawn)
63	CCO[C@@H]1OC(C(=O)Nc2ccccc2)=C[C@H](c2ccc(Br)cc2)[C@H]1CCCO
64	COC(=O)c1ccccc1NC(=O)Cn1c(-c2nonc2N)nc2ccccc21

Compound,57,58,59,60,61,62,63,64
pPAFAH inh,18,0,-2,-6,6,10,-3,1
LYPLA1 inh,-3,3,4,-10,-1,2,-2,-1
GSTO1 counter,6,5,4,-1,16,0,-2,-3
Fam108B counter,4,-1,4,-16,-6,-1,4,2
PAFAH1B3 FP inh,0,-1,-1,-14,8,/,7,6
PAFAH2 inh,7,1,5,-14,-10,/,4,-2
PAFAH1B2 inh,0,6,6,-5,2,/,-3,-2
PME-1 primary,3,-2,11,-34,-6,0,-3,7
PAD4 FP inh,-4,-3,7,-5,-7,1,2,-1

Screens deposited in PubChem BioAssay by The Scripps Research Institute Molecular Screening Center.
